mouse EphA4 binding: inhibitors of EphA4 binding to KYL peptide, primary screen, biochemical, colorimetric, mouse EphA4 (AID 689); Ephrin type-A receptor 4 (Mus musculus); EphA4-AP binding to KYL peptide, pNPP A405; higher % means a stronger effect; inhibition, % at 10 µM; hits with a dose series show IC50 in µM; actives 0.1% (n = 62,000); in the data active = a potency from the dose series; inactive = the rest, 99 in 100 with inhibition below about 22%
* = called active by the depositor; & = joins results of further samples.

Compound	mouse EphA4 binding
CC(Oc1ccccc1Cl)C(=O)/C=C/N(C)C (configuration not stated)	-1%
Cc1ccc(NC(=O)C(=O)NCc2ccc(/C=C(/C#N)C(=O)NCc3cccnc3)o2)cc1	-3%
O=C(/C=C/c1ccc(Cl)cc1Cl)c1nc2ccccc2[nH]1	-6%
CC(C)c1ccc(N(CC(=O)O)S(=O)(=O)c2cccnc2)cc1	-2%
O=C1CCC(=O)N1CCc1c[nH]c2ccccc12	-11%
Cc1nc2c([N+](=O)[O-])cc(Br)cc2c(=O)[nH]1	-7%
COC(=O)c1ccc(NC(=O)CN(c2ccc(C)cc2)S(=O)(=O)c2c(C)nn(C)c2C)cc1	-6%
C=CCn1c(COc2cccc3ccc(C)nc23)nnc1SCC(=O)OC	4%
Cc1ccc(O)c(C2=NCCNC(C(F)(F)F)=C2)c1	-2%
CC(=O)c1ccc(N2CCC(c3cc(-c4ccc(Cl)cc4)n[nH]3)CC2)c([N+](=O)[O-])c1	-4%
COC(=O)c1sccc1NC(=O)c1cc(OC)c(OC)c(OC)c1	8%
CCNC(=S)N1CCC(NC(=O)C2CCCCC2)CC1	-4%
CC(C)(C)OC(=O)COc1cc2oc(=O)c3c(c2cc1Cl)CCC3	0%
O=S(=O)(c1ccc(F)cc1)n1ccc(-c2cnc(-c3ccccc3)s2)n1	-27%
CN(C)S(=O)(=O)c1ccc(C(=O)Nc2ccnn2C2CCCCC2)cc1	4%
COc1ccc(S(=O)(=O)N2CCCN(Cc3cccc(F)c3)CC2)cc1	-4%
O=C(O)CC1S/C(=N/N=C/c2ccccc2O)N(c2ccc(O)cc2)C1=O (configuration not stated)	1%
CO/N=C/C(=N\Nc1ccc(OC)cc1)C(=O)c1ccc(OC)cc1	-15%
Cc1noc(C(=O)Nc2ccccc2C(F)(F)F)c1Cl	-7%
Cc1ccc(C)n1CCN1CCN(CC(=O)Nc2ccc(S(N)(=O)=O)cc2)CC1	-7%
CC(C)NC(=O)c1cc2c(C(F)(F)F)nn(C)c2s1	0%
Cc1cc(C)c2nc(SCCc3ccccc3)nc(C)c2c1	-7%
O=C(NCC1CCCO1)C1CCCN1C(=O)NC1CCCCC1 (configuration not stated)	-12%
COc1ccc2c(C)c(Cl)c(=O)oc2c1	-6%&-5%
O=C(c1ccc(CS(=O)(=O)c2c(Cl)cccc2Cl)o1)N1CCN(c2ccccn2)CC1	2%
CN(CC(=O)N1CCN(c2ccccc2)CC1)S(=O)(=O)c1cnc[nH]1	-6%
O=C1[C@@H]2[C@H](Cc3ccc(O)cc3)N[C@]3(C(=O)Nc4ccccc43)[C@@H]2C(=O)N1c1ccc(F)cc1	-20%
Cc1cc(=O)n(C)c(=O)n1CCCCCOc1cccc([N+](=O)[O-])c1	-10%
CC(=O)c1c(C)[nH]c(C(=O)OCCCCN2C(=O)c3ccccc3C2=O)c1C	8%
COc1cccc(-n2ccnc2SCC(=O)Nc2ccccc2)c1	-11%
CC(=O)c1cc(F)c(N2CCN(c3ccc([N+](=O)[O-])cc3F)CC2)cc1C	9%
CC(=O)c1ccc(OCCCC(=O)N2CCN(S(=O)(=O)c3cccs3)CC2)cc1	-15%
COCCNC(=O)c1c(N)n(CCC2=CCCCC2)c2nc3ccccc3nc12	8%
C(=N\Nc1nc2ccccc2s1)/c1ccco1	-7%
Fc1ccc(CNC(=S)Nc2ccc(Cl)cc2)cc1	-5%
O=C(Cc1c(O)c2ccccc2[nH]c1=O)N(Cc1ccccc1)Cc1ccccc1	-6%
CC(C)NC(=O)CSc1nc2ccccc2c(=O)n1CCCOC(C)C	-16%
COc1ccc(CCc2nc(-c3ccc(-n4cccc4)cc3)no2)cc1	-3%
COc1ccc(NC(=O)CCNS(=O)(=O)c2ccc3c(c2)CCC(=O)N3)cc1	-8%
Cc1ccccc1SCC(=O)NC1CCOC1=O (configuration not stated)	2%
COc1ccc(/C=N/NC(=O)C(=O)Nc2ccccn2)cc1OC	-15%
O=C(CSc1nnc(NC(=O)C2CCC2)s1)Nc1ccc(N2CCOCC2)cc1	-9%
Cc1ccc(C(=O)Nc2ncc3c(Cl)cccc3n2)cc1	5%
CC(=O)N/C(=C/c1ccccc1)C(=O)NCCO	-10%
O=C(COc1ccccc1Cl)N(Cc1ccco1)C1CCS(=O)(=O)C1 (configuration not stated)	-2%
N#C/C(=C(/O)COC(=O)CCCNC(=O)c1ccc(Cl)cc1)c1nc2ccccc2[nH]1	-18%
Cc1ncc(CO)c2cc(C(N)=O)c(=Nc3ccccc3)oc12	-3%
CC(C)N(Cc1nc(-c2ccccc2)no1)C(=O)Cc1ccccc1	-2%
Cc1ccccc1-n1c(Cn2c(=O)sc3ccccc32)nnc1SCC(=O)NCC1CCCO1 (configuration not stated)	-6%
CC(C)NC(=O)C1CCCN(S(=O)(=O)c2ccc(-n3cnnn3)cc2)C1 (configuration not stated)	-9%
CC1(C)NC(C)(C)c2nonc2/C1=N\O	1%
O=C(CC1Oc2ccccc2NC1=O)NC1CC1 (configuration not stated)	-6%
Cc1oc(C(N)=O)cc1COc1ccccc1C(N)=O	1%
COC(=O)C(NC=O)C(O)(Cc1ccccc1)C(F)(F)F (configuration not stated)	-1%
Cn1c(CSc2nc3ccccc3n2C)nc2ccccc21	0%
O=c1[nH]c2cc3c(cc2cc1CN(CCCO)Cc1nnnn1Cc1ccc(F)cc1)OCO3	-15%
Cn1cccc1/C=N/NC(=O)Cn1cnc2ccccc21	8%
CN(CC(=O)Nc1cccc2c1CCCC2)S(=O)(=O)c1ccccc1	-4%
O=C1CCCc2ccccc2N1Cc1cccc(Cl)c1	-7%
O=S(=O)(Nc1ccc2c(c1)CCC2)c1cccs1	-1%

Additional compounds
Compound	mouse EphA4 binding
Cc1ccc(CNC(=O)c2ccc([N+](=O)[O-])o2)cc1	-13%
Cc1ccc(S(=O)(=O)CNC(=O)c2ccccc2)cc1	8%
COC(=O)c1ccc(N2CCN(CC(=O)c3ccc(-c4ccccc4)cc3)CC2)c([N+](=O)[O-])c1	7%
Cc1ccccc1-n1c(SCC(=O)c2cc(C)n(C)c2C)nnc1-c1cccnc1	-7%
CCOC(=O)Nc1cccc2ccccc12	-8%
COc1ccc(/C(O)=C2/C(=O)C(=O)N(CCCN(C)C)C2c2cccnc2)cc1 (configuration not stated)	-12%
O=C(c1cc(-c2ccncc2)nc2ccccc12)N1CCN(S(=O)(=O)/C=C/c2ccccc2)CC1	4%
O=C(/C=C/c1ccccc1)NC(NC(=S)Nc1ccc(Cl)cc1)C(Cl)(Cl)Cl (configuration not stated)	-7%
O=C(O)/C=C\C(=O)Nc1cccc(-c2cn3ccccc3n2)c1	-8%
CCCCN(CC)S(=O)(=O)c1ccc(C(=O)Nc2nnc(CSC)o2)cc1	-12%
Cc1cc(C)c2c(c1)SC1=NC(c3ccccc3)(C(F)(F)F)NC(=O)N12 (configuration not stated)	-10%
COc1cc2nc(-c3ccc(Oc4cccc(-c5nc6cc(OC)c(OC)cc6c(=O)o5)c4)cc3)oc(=O)c2cc1OC	17%
COc1ccc(/C=C/C(=O)Nc2nc(-c3ccccc3)cs2)cc1OC	-14%
O=C(NCc1ccccc1)NC(=O)c1ccccc1	-5%
CC(C)(C)c1ccc(CNc2cc(N3CCOCC3)ccc2[N+](=O)[O-])cc1	-10%&-2%
CN(C1CCCCC1)S(=O)(=O)Cc1ccccc1	-5%
O=C(N1CCN(c2ccccc2)CC1)C12CC3CC(CC(C3)C1)C2	-3%
Cc1[nH][nH]c(=O)c1C(c1ccc(-c2ccc(Cl)cc2Cl)o1)c1c(C)[nH][nH]c1=O	15%
Cc1ccccc1NC(=S)NCCC(c1ccccc1)c1ccccc1	-6%
O=c1c2cc(Br)ccc2[nH]c(=S)n1Cc1cccnc1	-5%

Molecules shown so far with a nitro group on carbon (7):
Compound	mouse EphA4 binding
Cc1nc2c([N+](=O)[O-])cc(Br)cc2c(=O)[nH]1	-7%
CC(=O)c1ccc(N2CCC(c3cc(-c4ccc(Cl)cc4)n[nH]3)CC2)c([N+](=O)[O-])c1	-4%
Cc1cc(=O)n(C)c(=O)n1CCCCCOc1cccc([N+](=O)[O-])c1	-10%
CC(=O)c1cc(F)c(N2CCN(c3ccc([N+](=O)[O-])cc3F)CC2)cc1C	9%
Cc1ccc(CNC(=O)c2ccc([N+](=O)[O-])o2)cc1	-13%
COC(=O)c1ccc(N2CCN(CC(=O)c3ccc(-c4ccccc4)cc3)CC2)c([N+](=O)[O-])c1	7%
CC(C)(C)c1ccc(CNc2cc(N3CCOCC3)ccc2[N+](=O)[O-])cc1	-10%&-2%

Following part
Compound	mouse EphA4 binding
OCCN(Cc1ccccc1)Cc1ccc(Cl)cc1	-1%
COC(=O)C1=C(N)Oc2cc(C)n(Cc3cccnc3)c(=O)c2C1c1ccccc1OC (configuration not stated)	-2%
COCCOC(=O)c1c(C)oc2ccc(OCc3cccc(F)c3)cc12	-4%
O=C(COc1ccccc1F)Nc1nnc(-c2ccncc2)s1	1%
Cc1c(NC(=O)Cn2ccc([N+](=O)[O-])n2)c(=O)n(-c2ccccc2)n1C	10%
CC(=O)N1c2ccc(C)cc2C2(c3ccccc3)N(C(C)=O)c3ccc(C)cc3C12c1ccccc1 (configuration not stated)	-4%
Cc1c(O)nc(Nc2nc(C)c3ccccc3n2)[nH]c1=O	6%
Nn1c(COc2ccccc2)nc2ccccc2c1=O	-8%
Cc1nnc(SCC(=O)N2c3ccccc3C(C)(c3ccc(Br)cc3)CC2(C)C)s1 (configuration not stated)	-6%
Cc1nc2nc(SCC(=O)N3CCOCC3)nn2c(C)c1Cc1ccccc1	-16%
O=C(CSc1nnc2ccccn12)c1ccc(OC(F)F)cc1OC(F)F	-8%
O=C(NCCC1=CCCCC1)C(=O)NCc1ccccc1Cl	-10%
CCCCN(C)CCNC(=O)c1ccc2c(c1)NC(=O)C(N1CCCCC1)S2 (configuration not stated)	-2%
O=C(NCCNS(=O)(=O)c1cccc(C(F)(F)F)c1)c1cc(OCC(F)(F)F)ccc1OCC(F)(F)F	-8%
O=C(Cn1c(NCCO)nc2ccccc21)c1ccc(Cl)cc1	-1%
Cc1nc2scc(-c3ccc(Cl)cc3)c2c(=O)o1	-6%
COC(=O)c1cccc(NC(=O)CCSc2ccc(Cl)cc2)c1C	-9%
CC1(C)CC2(CCCN3C(=O)CSC32)CCS1 (configuration not stated)	-1%
CCOC(=O)CCc1c(C)nc2c(C)c(-c3ccc(C)cc3)[nH]n2c1=O	6%
COc1ccc(-c2nnc(SCC(=O)c3cccs3)o2)cc1	-1%
CCc1cccc(NC(=O)Cn2ncn3c(cc4ccccc43)c2=O)c1	-11%
CC(C)(C)NC(=O)Cn1c(SCC(N)=O)nc2ccccc21	-12%
c1coc(-c2nnc(-c3ccc4c(c3)OCO4)o2)c1	9%
CCN1CCN(S(=O)(=O)c2ccc(Cl)c(C(=O)Nc3nnc(CC(C)C)s3)c2)CC1	-13%
CCC1CCCCN1C(=O)CSc1nc2ccsc2c(=O)n1Cc1ccccc1 (configuration not stated)	0%
OCCNc1nc2ccccc2[nH]1	-19%
O=C(NC1CCCC1)C(c1ccsc1)N(C(=O)Cc1cccs1)c1ccc(F)cc1 (configuration not stated)	-8%
CCOC(=O)c1oc2ccccc2c1NC(=O)Cc1cccs1	0%
O=C(c1ccc2c(c1)N(Cc1ccc(F)cc1)C(=O)CS2)N1CCOCC1	8%
O=C(Nc1ccc(Cl)c(C(F)(F)F)c1)c1cccc(I)c1	-1%
Cc1nc2ccccc2c(=O)n1CCCO	-8%
O=C(NCc1cccnc1)C1CCN(S(=O)(=O)N2CCOCC2)CC1	18%
CCOC(=O)C1C(=O)Oc2ccc3ccccc3c2C1C1CCOC1=O (configuration not stated)	6%
c1ccc(-c2csc(N3CCc4ccccc4C3)n2)cc1	-1%
COc1ccc(N(CC(=O)NC(C)(C)C)C(=O)c2ccco2)cc1	-8%
Cc1nn(CC(O)CN2c3ccccc3Sc3ccccc32)c(C)c1Br (configuration not stated)	7%
O=C(O)CCCCCN=C1CCCc2ccccc2N1	-8%
COc1ccccc1C(=O)N/C(=C/c1ccccc1)C(=O)NC(CCSC)C(=O)O (configuration not stated)	-20%
Cc1ccc(OCC(=O)NNC(=O)c2cccnc2)cc1	-29%
Cc1cccc(N=C2NC(=O)CS2)c1C	14%
O=C(NCc1ccco1)c1cc(-c2ccncc2)nc2ccccc12	0%
Cc1ccc(N2C(=O)c3ccc(N)cc3C2=O)cc1C	-24%
CCCN(CCC)S(=O)(=O)c1ccc(C(=O)Nc2nnc(-c3cc(OC)cc(OC)c3)o2)cc1	0%
Cc1cc(NC(=O)c2cc(-c3ccccn3)nc3ccccc23)no1	-1%
COC(=O)c1c(NC(=O)COc2ccc(C)cc2C)sc2c1C(C(=O)OC)CC2 (configuration not stated)	0%
Cc1ccc(OCC(=O)NC2CCCC2)c(C)c1	-5%
CCOC(=O)c1nnc(-c2ccc(C)cc2)nc1Oc1ccc(Cl)cc1Cl	-12%
CCc1cc2c(=O)c(Oc3ccccc3F)c(C)oc2c(CN(C)C)c1O	-15%
COc1ccc(-c2cc(C(=O)Nc3ccccc3C)c3ccccc3n2)cc1	2%
COC(=O)C1=C(N)N(c2ccccc2C(F)(F)F)C2=C(C(=O)CCC2)C1c1ccc2c(c1)OCO2 (configuration not stated)	-10%
CC1(C)CC(C(CC(=O)O)c2ccccc2)CCO1 (configuration not stated)	-6%

From PubChem BioAssay

These rows are one share of the data; rates above refer to the full screens.
